Source: PubChem BioAssay (National Center for Advancing Translational Sciences (NCATS))
FH mod: Identification of activators of human fumarate hydratase by quantitative high-throughput screening. Fumarate hydratase, mitochondrial (Homo sapiens), P07954. FH coupled MDH/diaphorase resazurin fluorescence, 15 min. Potency, µM (titrated, usually from 79.9 µM), without a hit: at the highest dose activity change, negative = inhibition, most hits filed as inhibitors. 0.22% of 54,000 active. AID 1347055, 2019; note: the screen sought activators but most active calls are inhibition curves; nearly all actives have a fitted effect of over 45% in size
Target sequence (P07954 whole entry, looked up): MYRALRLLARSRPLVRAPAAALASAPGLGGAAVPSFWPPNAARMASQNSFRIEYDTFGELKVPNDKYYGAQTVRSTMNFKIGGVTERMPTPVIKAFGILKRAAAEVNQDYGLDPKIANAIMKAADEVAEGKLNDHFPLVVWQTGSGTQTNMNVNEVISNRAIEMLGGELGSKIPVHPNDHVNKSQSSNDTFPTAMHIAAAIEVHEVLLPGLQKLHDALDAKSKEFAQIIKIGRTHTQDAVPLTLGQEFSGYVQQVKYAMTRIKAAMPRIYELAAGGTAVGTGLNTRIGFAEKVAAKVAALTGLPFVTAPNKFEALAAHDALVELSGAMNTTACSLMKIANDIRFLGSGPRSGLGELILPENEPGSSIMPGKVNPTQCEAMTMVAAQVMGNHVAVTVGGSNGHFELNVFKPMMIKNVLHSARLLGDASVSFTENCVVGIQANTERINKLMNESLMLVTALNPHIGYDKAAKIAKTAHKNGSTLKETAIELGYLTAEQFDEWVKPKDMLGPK
NTMT1 inh: inhibitors of human N-terminal methyltransferase NTMT1; NTMT1 MTase-Glo SAH luminescence, purified enzyme; Potency, µM (doses to about 114 µM), inactives show at the highest dose activity change, negative = inhibition, most hits filed as inhibitors; 2.5% of 59,000 active;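 note: plate controls were DMSO vehicle for no effect and no enzyme for full effect; nearly all actives have a fitted effect of over 65% in size; many of its hits are not listed in these tables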
Target sequence (Q9BV86 whole entry, looked up): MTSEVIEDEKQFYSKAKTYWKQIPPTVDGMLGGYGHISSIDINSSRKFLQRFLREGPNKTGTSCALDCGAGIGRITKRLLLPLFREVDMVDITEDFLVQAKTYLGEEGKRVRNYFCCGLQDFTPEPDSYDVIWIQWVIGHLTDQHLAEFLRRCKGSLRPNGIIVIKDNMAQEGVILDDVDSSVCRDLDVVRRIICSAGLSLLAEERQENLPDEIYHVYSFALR
* = called active by the depositor; ? = inconclusive; & = joins results of further samples; ! = not active in a repeat; [ ] = another dose, or the depositor's remark. Calls come from the whole dose curve; as a rule, active = well fitted curve in the direction sought with a large enough effect; inconclusive = small, poorly fitted or top-dose-only effect, or another doubt; inactive = no such curve, though single readings can be large; an effect the other way counts as inactive or inconclusive. Unless noted, % is set by controls: 0 for no effect and ±100 for the full control effect; potency is the fitted concentration of half-maximal effect. These rows are one share of the data. The share of hits here may be higher or lower than overall.

Fields – NTMT1 inh, FH mod
CC(C)CCNc1ncccc1C(=O)N1CCN(Cc2ccccc2)CC1
→ 4%[57.5 µM], 4%
CC1(C)CCC[C@@]2(C)C1[C@H](OC(=O)/C=C/C=C/C(=O)O)C=C1COC(=O)[C@@]12O (stereo not given in full)
→ -13%[29.8 µM], 3%[53.3 µM]
CC(C)(O)c1ccc2c(c1)ncn2-c1cccc(-c2ccccc2C#N)c1
→ ?, 0%
CC(=O)OCC(=O)[C@@]1(OC(C)=O)[C@@H](C)C[C@H]2[C@@H]3C[C@H](F)C4=CC(=O)C=C[C@]4(C)[C@@]3(F)[C@@H](O)C[C@@]21C
→ 31%[activator][57.5 µM], -5%[53.3 µM]
COCC(=O)Nc1c(I)c(C(=O)NCC(O)CO)c(I)c(C(=O)N(C)CC(O)CO)c1I (stereo not given)
→ 12%[57.5 µM], 4%[53.3 µM]
COC(=O)C[C@H]1[C@]2(C)C3=C(C)[C@H](c4ccoc4)C[C@H]3O[C@@H]2[C@H](OC(C)=O)C2[C@](C)(C(=O)OC)C=CC(=O)[C@@]21C (stereo not given in full)
→ 12%[29.8 µM], 0%[53.3 µM]
O=C(Nc1cccc(Nc2ncc(Br)c(NCCc3cnc[nH]3)n2)c1)N1CCCC1
→ ?, -18%[53.3 µM]
CC(=O)Nc1ccc(NC(=S)NC(=O)c2ccc(C(C)(C)C)cc2)cc1
→ -2%[57.5 µM], -15%
CC1(C)CCCC2(C)C(CO)C3CCC2C31 (stereo not given)
→ -8%[57.5 µM], 15%
C/C=C(\C)C(=O)OCC1OC(OC2OC(COC(=O)/C(C)=C/C)C(OC3OC(CO)C(OC(=O)/C(C)=C/C)C(OC(=O)/C(C)=C/C)C3O)C(O)C2O)C(O)C(O)C1OC1OC(CO)C(OC(=O)/C(C)=C/C)C(OC(=O)/C(C)=C/C)C1O (stereo not given)
→ -10%[12.6 µM], 8%[20.6 µM]
CC1=C(C)C(=O)OC(C(C)C2C(O)CC3C4C5OC5C5(O)CC(OC6OC(CO)C(O)C(O)C6O)CC(O)C5(C)C4CCC32C)C1 (stereo not given)
→ 0%[12.6 µM], -5%[20.6 µM]
CC(Cc1ccc(O)c(O)c1)(NN)C(=O)O (stereo not given)
→ 14µM*!, -12%[53.3 µM]
CC(C)c1cc2c(cc1S(=O)(=O)O)[C@@]1(C)CCC[C@@](C)(C(=O)O)[C@@H]1CC2
→ 11%[57.5 µM], -9%[53.3 µM]
C=C(CC)C(=O)c1ccc(OCC(=O)O)c(Cl)c1Cl
→ -9%[57.5 µM], -6%[53.3 µM]
CN(C/C=C/c1ccccc1)Cc1cccc2ccccc12
→ ?, -2%[53.3 µM]
Cc1[nH]nc(C(F)(F)F)c1Cc1sc2c(c1C(=O)N1C[C@](C)(O)CO1)c(=O)n(C)c(=O)n2C(C)C
→ 5%, 4%
CCC[C@@H]1O[C@@H]2C[C@H]3[C@@H]4CCC5=CC(=O)C=C[C@]5(C)[C@H]4[C@@H](O)C[C@]3(C)[C@]2(C(=O)CO)O1
→ -14%[57.5 µM], 7%
CC(C)=CCCC1(C)C2CCC1(C)C(O)C2 (stereo not given)
→ 14%[57.5 µM], -8%
O=C(CCCCCCC(=O)Nc1ccccc1)NO
→ 3%[57.5 µM], 6%[53.3 µM]
COc1ccc(C#Cc2ccc(C(=O)N3CCC[C@@H](O)C3)c(F)c2)cc1
→ -27%[57.5 µM], -14%
O=C1C(c2[nH]c3ccccc3c2O)=Nc2ccccc21
→ 32%[activator][57.5 µM], -3%[53.3 µM]
O=C(Nc1cc(C(F)(F)F)ccc1N1CCCCC1)c1ccncc1
→ 6%[57.5 µM], -7%
CN[C@@H](C)[C@H]1[C@H](O)C[C@@]2(C)[C@@H]3CC[C@H]4C(C)(C)[C@@H](NC)CC[C@@]45C[C@@]35CC[C@]12C
→ 14%[12.6 µM], 20%[13.5 µM]
NC(=O)[C@@H]1CSSCCC(=O)N[C@@H](CCCCN=C(N)N)C(=O)NCC(=O)N[C@@H](CC(=O)O)C(=O)N[C@@H](Cc2c[nH]c3ccccc23)C(=O)N2CCC[C@H]2C(=O)N1
→ 4%[57.5 µM], -5%[53.3 µM]
Cc1cccc(C#Cc2cc(F)cc(C#N)c2)n1
→ 1%[57.5 µM], ?
NC(=O)N/N=C/c1ccc([N+](=O)[O-])o1
→ 8%[57.5 µM], -2%[53.3 µM]
CCOC(=O)Cn1cccc1-c1nc(-c2ccc(OC)cc2)c(-c2ccc(OC)cc2)s1
→ 9%[57.5 µM], -10%[53.3 µM]
CCCn1c(=O)c2[nH]c(C34CC5CC3C[C@@H](C5)C4)nc2n(CCC)c1=O
→ 9%, 12%[53.3 µM]
CC(=O)Nc1ccc(S(=O)(=O)Nc2ccc([N+](=O)[O-])cc2)cc1
→ 26%[57.5 µM], -5%[53.3 µM]
COC(=O)[C@H](O)[C@H]1C(C)(C)[C@H](OC(=O)C(C)C)[C@@]2(O)C(=O)[C@]1(C)C1CC[C@]3(C)C(CC(=O)O[C@H]3c3ccoc3)[C@]13O[C@@H]32 (stereo not given in full)
→ -10%[12.6 µM], -1%[20.6 µM]
CC1CC(=O)C2=C(C1)C1OC1C1(O)C2C(=O)c2cccc(O)c2C1O (stereo not given)
→ 3%[29.8 µM], -1%[53.3 µM]
O=C1C(Cl)=C(N2CCOCC2)C(=O)N1c1ccc(Cl)c(Cl)c1
→ -27%[29.8 µM], 4%[53.3 µM]
C[C@H](Oc1cc(-c2cnn(C3CCNCC3)c2)cnc1N)c1c(Cl)ccc(F)c1Cl
→ ?, -3%
CC(C)N(CCCNC(=O)Nc1ccc(C(C)(C)C)cc1)C[C@H]1O[C@@H](n2ccc3c(N)ncnc32)[C@H](O)[C@@H]1O
→ 13%[12.6 µM], -2%
COCC(c1ccc(C(F)(F)F)cc1)N1CCN(C2(C)CCN(C(=O)c3c(C)ncnc3C)CC2)CC1C (stereo not given)
→ 4%[57.5 µM], 1%
COc1cc(NCc2ccc3nc(N)nc(N)c3c2C)cc(OC)c1OC
→ ?, ?
CC(=O)O[C@@H]1[C@@H](OC(C)=O)[C@H](C)O[C@@H](O[C@H]2[C@@H]3C=CO[C@@H](O[C@@H]4O[C@H](CO)[C@@H](O)[C@H](O)[C@H]4O)[C@@H]3[C@@]3(CO)O[C@@H]23)[C@@H]1OC(=O)/C=C/c1ccccc1
→ -28%[12.6 µM], -7%[20.6 µM]
COc1c(OC2OC(CO)C(O)C(O)C2O)ccc(O)c1C(=O)OCc1ccccc1O[C@@H]1O[C@H](CO)[C@@H](O)[C@H](O)[C@H]1O (stereo not given in full)
→ -5%[12.6 µM], -3%[20.6 µM]
Cc1cc(OCCOCC[N+](C)(C)Cc2ccccc2)ccc1C(C)(C)CC(C)(C)C
→ ?, -12%[53.3 µM]
CCCCn1c(-c2ccccc2)nc(-c2ccccc2)c1CN(Cc1ccc2c(c1)OCO2)Cc1ccc2c(c1)OCO2
→ 4%[57.5 µM], -2%
COc1cc(C)c(C(=O)O[C@H]2[C@@H](O)[C@H](n3ccc(=O)[nH]c3=O)O[C@@H]2CO)c(OC)c1
→ 5%[29.8 µM], 0%[53.3 µM]
OC[C@H]1O[C@@H](n2cnc3c2NC=NC[C@@H]3O)C[C@H]1O
→ 24%[57.5 µM], 10%[53.3 µM]
CCNC1(C(N)=O)CN(c2nc(C)nc3c(-c4ccc(Cl)cc4)c(-c4ccccc4Cl)nn23)C1
→ -27%[57.5 µM], -6%
COc1cc(-c2ccc(=O)[nH]n2)ccc1OC(F)F
→ 17%[57.5 µM], 0%[53.3 µM]
Cc1ccc(S(=O)(=O)NC(=O)NC2CCCC2)cc1
→ 38%[57.5 µM], 8%[53.3 µM]
CC1(C)C=Cc2c(ccc3c2[N+]([O-])=C2C3(O)CC34NC(=O)C5(CCCN5C3=O)CC4C2(C)C)O1 (stereo not given)
→ 17%[29.8 µM], 3%[53.3 µM]
C=C1C(=O)[C@@]23C(CC[C@@H]1[C@H]2O)[C@@]12CO[C@]3(O)[C@@H](O)[C@@H]1C(C)(C)CC[C@@H]2O (stereo not given in full)
→ ?, 2%
CCCCS(=N)(=O)CCC(N)C(=O)O (stereo not given)
→ 18%[228 µM], -6%&8%[53.3 µM]
N#CCC(C1CCCC1)n1cc(-c2ncnc3[nH]ccc23)cn1 (stereo not given)
→ 18%[57.5 µM], -23%
COc1ccc2c(Oc3ccc(NC(=O)c4c(C)n(CC(C)(C)O)n(-c5ccccc5)c4=O)cc3F)ccnc2c1
→ 1%&10%[57.5 µM], ?
CC1(C)O[C@@H]2C[C@H]3[C@@H]4C[C@H](F)C5=CC(=O)CC[C@]5(C)[C@H]4[C@@H](O)C[C@]3(C)[C@]2(C(=O)CO)O1
→ -16%[57.5 µM], 5%[53.3 µM]
CC[C@H]1CN2CCc3cc(OC)c(OC)cc3[C@@H]2C[C@@H]1C[C@H]1NCCc2cc(OC)c(OC)cc21
→ -4%, -17%&0%[53.3 µM]
Oc1c(Cl)cc(Cl)cc1Sc1cc(Cl)cc(Cl)c1O
→ ?, -24%[53.3 µM]
CCN(CC)CC(=O)Nc1c(C)cccc1C
→ 16%[57.5 µM], -4%&7%[53.3 µM]
O=C(Nc1ccc2[nH]ncc2c1)C1CCC1
→ 1%[57.5 µM], -5%
CC(=O)O[C@H]1C[C@@H](O)C(C)(C)C2C[C@@H](OC(C)=O)[C@@]3(C)C4=CCC(C(CO)CC(O)C5OC5(C)C)[C@]4(C)CCC3[C@]21C (stereo not given in full)
→ 3%[12.6 µM], -4%[20.6 µM]
CC(C)(C)c1cc(C(C)(C)C)c(NC(=O)c2c[nH]c3ccccc3c2=O)cc1O
→ 8%, 8%[53.3 µM]
CCN1CCC[C@H]1CNC(=O)c1c(OC)ccc(Br)c1OC
→ -17%[57.5 µM], -1%[53.3 µM]
OC[C@@H](O)[C@@H](O)[C@H](O)[C@@H](O)CO
→ 16%, 1%[53.3 µM]
CN1C(=O)N(c2cc(Cl)cc(Cl)c2)C(=O)[C@@]1(C)Cc1ccc(Br)cc1
→ 12%[57.5 µM], ?

Three records drawn at random from the list so far:
Fields – NTMT1 inh, FH mod
CCCCS(=N)(=O)CCC(N)C(=O)O (stereo not given)
→ 18%[228 µM], -6%&8%[53.3 µM]
N#CCC(C1CCCC1)n1cc(-c2ncnc3[nH]ccc23)cn1 (stereo not given)
→ 18%[57.5 µM], -23%
COc1ccc2c(Oc3ccc(NC(=O)c4c(C)n(CC(C)(C)O)n(-c5ccccc5)c4=O)cc3F)ccnc2c1
→ 1%&10%[57.5 µM], ?

The list continues:
Fields – NTMT1 inh, FH mod
CCN(C)C(=O)Oc1cccc([C@H](C)N(C)C)c1
→ ?, 10%&4%[53.3 µM]
C=C(C)C(=O)OC1CC2(C)OC(=CC2=O)C(=C)CC2OC(=O)C(COC)C12 (stereo not given)
→ -9%[29.8 µM], -2%[53.3 µM]
Cc1cc(Nc2ccc(NC(=O)c3ccc(Nc4ccnc5ccccc45)cc3)cc2)nc(N)n1
→ ?, 0%
CC(O)C(O)/C=C/C=C/C(=O)O[C@@H]1C=C2COC(=O)[C@]2(O)[C@@]2(C)CCCC(C)(C)C12 (stereo not given in full)
→ 1%[29.8 µM], 1%[53.3 µM]
COC(=O)C=CC(=O)OC
→ ?, 0%[53.3 µM]
COc1ccc(C(=O)Nc2c(Cl)cncc2Cl)cc1OC1CCCC1
→ 8%[57.5 µM], 4%
CC(C)c1noc(C2CCN(c3ncnc(Nc4ccc(S(C)(=O)=O)cc4F)c3[N+](=O)[O-])CC2)n1
→ 13%[57.5 µM], 0%
CC1(C)C[C@H]2C=C(C=O)[C@]3(C(=O)O)C[C@]3(C)[C@H]2C1
→ -21%[57.5 µM], 2%
O=C1[C@H]2CCCC[C@H]2C(=O)N1CCCCN1CCN(c2nsc3ccccc23)CC1
→ 1%[57.5 µM], 4%[53.3 µM]
c1nc2nc(Nc3ccc(N4CCOCC4)cc3)nc(NC3CCCCC3)c2[nH]1
→ 40µM*!, -21%
C=CCC1=C[C@]2(OC)[C@H](C)[C@@H](c3ccc(O)c(OC)c3)O[C@]2(OC)CC1=O
→ 12%[29.8 µM], -2%[53.3 µM]
CC1(C)C2CC[C@]3(C)C(C(=O)C=C4[C@H]5C[C@@](C)(C(=O)O)CC[C@]5(C)CC[C@]43C)[C@@]2(C)CC[C@@H]1O (stereo not given in full)
→ 13%[29.8 µM], 2%[53.3 µM]
CCOC(=O)c1ccc(NC2CCCCC2)c(N)c1
→ 0%[57.5 µM], -9%
C[C@@H]1C[C@H]2OC(=O)[C@@]3(C)CCC[C@](C)(C23)[C@@]1(O)CCC1=CC(=O)OC1O (stereo not given in full)
→ 9%[29.8 µM], 5%[53.3 µM]
O=C1/C(=C/c2ccc(O)c(O)c2)Oc2ccccc21
→ 28µM*, ?
CCCCCC(=O)N1CCC[C@H]1C(=O)N[C@@H](Cc1ccc(O)cc1)C(=O)OC
→ -4%[57.5 µM], -4%
O=C(NCCS(=O)(=O)c1ccc(C(F)(F)F)cn1)c1ccc(Cl)cc1
→ 14%, -10%[53.3 µM]
O=C1O[C@H](CO)[C@@H](O)[C@H](O)[C@H]1O
→ -12%[57.5 µM], -2%[53.3 µM]
C[C@]12CCC(=O)C=C1CC[C@@H]1[C@@H]2[C@@H](O)C[C@@]2(C)[C@H]1CC[C@]2(O)C(=O)CO
→ 0%, -12%&-3%[53.3 µM]
